High-throughput results (PubChem)
POLH inh: inhibitors of human DNA polymerase eta | Q9Y253 | recombinant Pol eta, fluorescent DNA replication assay | Potency, µM (doses to about 114 µM), for the others: at the highest dose activity change, negative = inhibition, usual class: inhibitors | 390,000 tested, 1.2% active; note: % is set by controls: 0 for no effect and ±100 for the full control effect
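Pol eta (10 nM) was preincubated with compounds for 15 min at room temperature, after which fluorescent replication substrate (50 nM final) was added to start the reaction. Fluorescence was read kinetically at 0 and 10 min.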
G9a inh: G9a (human) methyltransferase inhibition. Q96KQ7. G9a H3K9 monomethylation, AlphaScreen, 2 h. Potency, µM (titrated, usually from 102 µM), without a hit: at the highest dose activity, negative = inhibition, most hits filed as inhibitors. 350,000 tested, 8.8% active. AID 504332; note: % is set by controls: 0 for no effect and ±100 for the full control effect; nearly all actives have a fitted effect of over 75% in size
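Step 1: enzyme (final 20 nM) with compound, 15 min RT. Step 2: substrate peptide 500 nM and SAM 20 uM, 2 h RT. Step 3: anti-H3K9me1 antibody and AlphaScreen beads, 10 min, then plate read.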
POLI inh: DNA polymerase iota (human) inhibition | Pol iota fluorescent replication assay, 10 min | Potency, µM (series often up to 115 µM), inactives show at the top dose activity, negative = inhibition, most hits filed as inhibitors | 390,000 tested, 1% active | AID 588590
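Fluorescent replication assay read twice, at 0 min and 10 min after adding 50 nM (final) substrate. Enzyme (10 nM) and compounds were first incubated 15 min at room temperature; enzyme-free buffer wells were negative controls.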
POLB inh: blocks human DNA polymerase beta activity; 340,000 tested, 1.3% active; P06746; Potency, µM (series often up to 114 µM), inactives show at the top dose activity change, negative = inhibition, actives largely listed as inhibitors; Pol beta primer extension/strand displacement, fluorescence kinetic; note: % is set by controls: 0 for no effect and ±100 for the full control effect
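Human Pol beta at 10 nM; strand-displacement substrate 50 nM final. Compound exposure 15 min at room temperature before start, reaction 10 min at room temperature.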
APEX1 inh: blocks human APE1 abasic DNA cleavage; Potency, µM (titrated, usually from 65.8 µM), without a hit: at the top dose activity change, negative = inhibition, hits mostly inhibitors; AID 2517; recombinant APE1, TAMRA/BHQ-2 abasic DNA cleavage fluorescence; 350,000 tested, 0.35% active; P27695;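 note: plate controls were vehicle for no effect and reference inhibitor for full effect; nearly all actives have a fitted effect of over 55% in size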
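Kinetic fluorescence read (525 ex/598 em nm, three reads 60 s apart) of AP-site incision; signal = third minus first read. Enzyme 0.75 nM, dual-labelled THF duplex 50 nM, compound preincubation 15 min RT.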
Pol kappa inh: inhibitors of human DNA polymerase kappa; Potency, µM (doses to about 107 µM), for inactives: at the top dose activity, negative = inhibition, usual class: inhibitors; Q9UBT6; 400,000 tested, 0.53% active; purified Pol kappa, fluorescent DNA synthesis assay, 10 min; note: % is set by controls: 0 for no effect and ±100 for the full control effect
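Here, compound and 10 nM enzyme are combined for 15 min at room temperature; adding 50 nM substrate (final) starts DNA synthesis, tracked by fluorescence at 0 and 10 min against buffer-only wells.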
BAZ2B inh: BAZ2B (human) inhibition | AlphaScreen BAZ2B-H3K14Ac peptide displacement | Potency, µM (highest dose often 114 µM), for the others: at the highest dose activity change, negative = inhibition, most hits filed as inhibitors | 360,000 tested, 4.4% active | AID 504333; note: % is set by controls: 0 for no effect and ±100 for the full control effect; nearly all actives have a fitted effect of over 60% in size
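BAZ2B (50 nM) with biotin-H3(5-23)K14Ac peptide (50 nM) in PBS pH 7.4, 0.01% Tween-20, preformed 30 min, then compound 30 min at room temperature; top concentration 110uM. AlphaScreen streptavidin donor/nickel chelate acceptor beads (10 ug/mL final), 20 min dark, signal read.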
BLM inh: Bloom syndrome helicase (human) inhibition; recombinant BLM DNA unwinding, fluorescence dequenching; Potency, µM (series often up to 56.1 µM), for inactives: top-dose activity change, negative = inhibition, hits mostly inhibitors; 350,000 tested, 0.2% active; AID 2528;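 note: plate controls were vehicle for no effect and no enzyme for full effect; nearly all actives have a fitted effect of over 35% in size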
Anesthetic bind: binds horse apoferritin like a general anesthetic; Potency, µM (doses to about 77.5 µM), for inactives: at the highest dose activity change, negative = displacement, usual class: inhibitors; 350,000 tested, 0.074% active; P02791; AID 485281; apoferritin/1-aminoanthracene competitive binding, fluorescence; note: % is set by controls: 0 for no effect and ±100 for the full control effect; nearly all actives have a fitted effect of over 20% in size
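Apoferritin-based anesthetic binding model; compound displacement of fluorescent 1-AMA measured as endpoint fluorescence after 10 minutes at room temperature, scaled to free-ligand and complex controls.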
* hit, by the source's call; ? = inconclusive; / = not tested or not shown; & = joins results of further samples; [ ] = another dose, or the depositor's remark. Calls come from the whole dose curve; as a rule, active = well fitted curve in the direction sought with a large enough effect; inconclusive = small, poorly fitted or top-dose-only effect, or another doubt; inactive = no such curve, though single readings can be large; an effect the other way counts as inactive or inconclusive. Potency is the fitted concentration of half-maximal effect. An excerpt; count on the stated rates, not on these rows.

SMILES	POLH inh	G9a inh	POLI inh	POLB inh	APEX1 inh	Pol kappa inh	BAZ2B inh	BLM inh	Anesthetic bind
Cc1ccc(S(=O)(=O)NC(C(=O)Oc2ccc3ccc(=O)oc3c2)c2ccccc2)cc1 (centres undefined)	-17%	7.9µM*	31%[activator]	10%	-7%	-11%	1%	-5%	457%[activator]
COc1cc(NC(=O)CCc2c(C)nc3c(-c4ccc(F)cc4)c(C)nn3c2C)cc(OC)c1OC	-9%	14%[59 µM]	20%	17%	/	-6%	-15%	-11%	102%[activator]
COc1ccc(CCN(C)CC(O)COc2c(C)ccc(C)c2C)cc1OC (centres undefined)	-1%	42%[0.501 µM]	-2%	9%	4%	-21%	-16%	2%	-6%
O=C1NCCN(Cc2ccc(Cl)c(F)c2)C1CC(=O)N1CCc2ccccc2C1 (centres undefined)	-13%	-5%[0.501 µM]	63%[activator]	2%	-3%	-8%	-3%	-9%	-17%
Cc1ccc(Cn2c(=S)[nH]c3ccccc3c2=O)cc1	-4%	-11%	-10%	25%	4%	16%	8%	-1%	6%
CCS(=O)(=O)c1ncc(Cl)c(C(=O)Nc2ccc(S(=O)(=O)N(C)c3ccccc3)cc2)n1	9%&-7%	40µM*	?	-21%&-2%	83%[activator]	-4%&0%	?	-9%&-8%	-35%&-11%
CC1=NN(c2cccc(Cl)c2)C(=O)C12CC(C)=C(C)CS2 (centres undefined)	1%	-10%	27%	?	-1%	-14%	28%	-8%	-4%
Cc1cc(C)c(NC(=O)CN(C)S(=O)(=O)c2ccc3c(c2)n(C)c(=O)c(=O)n3C)c(C)c1	-15%	-11%	20%	3%	5%	4%	-18%	-5%	6%
CCOC(=O)c1[nH]c(C)c(CCC(=O)NCc2ccccc2Cl)c1C	-16%	-21%[59 µM]	11%	-13%	/	-1%[60.1 µM]	-3%	1%	-3%
COc1ccc(C(=O)Oc2ccc(C(C)=O)cc2)c(OC)c1	0%	-7%[59 µM]	5%	-1%	-1%	-9%	-3%	1%	-16%
c1ccc2sc(NC3=NCN(C4CCCCCC4)CN3)nc2c1	-8%	82%[activator][59 µM]	-10%	12%	-11%	-1%	-22%[57.1 µM]	1%	-11%
O=C(CCc1ccccc1)N1CCCN(C(=O)CCc2ccccc2)CC1	-7%	1%[59 µM]	3%	-1%	0%	-6%	3%	-1%	4%
CSc1ccc(CCNC(=O)c2cc(-c3ccccc3)c(N3CCOCC3)s2)cc1	-15%	4%	19%	19%	5%	-3%	-14%	-6%	31%[activator]
O=C(CSc1cn(CC(=O)N2CCCCC2)c2ccccc12)NCc1ccccc1Cl	-15%	-6%[59 µM]	11%	-10%	/	-16%	-34%	2%	-3%
CCN1CCN(c2ncc3c(n2)CCN(Cc2ccc(OC(C)C)cc2)C3)CC1	-16%	?	0%	4%	/	-6%[60.1 µM]	?	-2%	5%

8 successive compounds already listed:
SMILES	POLH inh	G9a inh	POLI inh	POLB inh	APEX1 inh	Pol kappa inh	BAZ2B inh	BLM inh	Anesthetic bind
Cc1ccc(S(=O)(=O)NC(C(=O)Oc2ccc3ccc(=O)oc3c2)c2ccccc2)cc1 (centres undefined)	-17%	7.9µM*	31%[activator]	10%	-7%	-11%	1%	-5%	457%[activator]
COc1cc(NC(=O)CCc2c(C)nc3c(-c4ccc(F)cc4)c(C)nn3c2C)cc(OC)c1OC	-9%	14%[59 µM]	20%	17%	/	-6%	-15%	-11%	102%[activator]
COc1ccc(CCN(C)CC(O)COc2c(C)ccc(C)c2C)cc1OC (centres undefined)	-1%	42%[0.501 µM]	-2%	9%	4%	-21%	-16%	2%	-6%
O=C1NCCN(Cc2ccc(Cl)c(F)c2)C1CC(=O)N1CCc2ccccc2C1 (centres undefined)	-13%	-5%[0.501 µM]	63%[activator]	2%	-3%	-8%	-3%	-9%	-17%
Cc1ccc(Cn2c(=S)[nH]c3ccccc3c2=O)cc1	-4%	-11%	-10%	25%	4%	16%	8%	-1%	6%
CCS(=O)(=O)c1ncc(Cl)c(C(=O)Nc2ccc(S(=O)(=O)N(C)c3ccccc3)cc2)n1	9%&-7%	40µM*	?	-21%&-2%	83%[activator]	-4%&0%	?	-9%&-8%	-35%&-11%
CC1=NN(c2cccc(Cl)c2)C(=O)C12CC(C)=C(C)CS2 (centres undefined)	1%	-10%	27%	?	-1%	-14%	28%	-8%	-4%
Cc1cc(C)c(NC(=O)CN(C)S(=O)(=O)c2ccc3c(c2)n(C)c(=O)c(=O)n3C)c(C)c1	-15%	-11%	20%	3%	5%	4%	-18%	-5%	6%

(cont.)
SMILES	POLH inh	G9a inh	POLI inh	POLB inh	APEX1 inh	Pol kappa inh	BAZ2B inh	BLM inh	Anesthetic bind
COc1cccc(Cn2c(=O)n(-c3cccc(Cl)c3)c(=O)c3c4c(sc32)CN(C(C)=O)CC4)c1	-16%	-7%[59 µM]	?	6%	/	4%	-23%	-8%	?
COC(=O)c1c(-c2cccs2)csc1NC(=O)c1cccnc1	-8%	8%[59 µM]	?	4%	7%	-4%	31%	-4%	-23%
CC1CN(S(=O)(=O)c2ccc(C(=O)Nc3nnc(-c4ccco4)o3)cc2)CC(C)O1 (centres undefined)	-9%	?	25%	0%	-2%	-5%	?	-6%	-4%
COc1ccc(OC)c(S(=O)(=O)N2CCC(C(=O)NCCc3ccccc3)CC2)c1	0%	-37%[12.7 µM]	11%	11%	-8%	0%	6%	4%	-12%
COc1cccc(/C=c2\s/c(=C/C(=O)c3ccc(C)cc3)[nH]c2=O)c1OC	?	-5%	17%	26%	13%	1%	2%	-8%	-7%
Cc1ccc(NC(=O)CCCNC(=O)c2ccc(Cl)cc2)cc1S(=O)(=O)N1CCOCC1	-14%	-12%[59 µM]	18%	/	-2%	-5%	5%	/	/
COc1cccc(OC)c1C(=O)OCC(=O)NC1CCCCCC1	-11%	/	-7%	/	1%	-8%	19%	/	/
Cc1ccc([C@H]2C(C(=O)O)=CC[C@@H](c3ccc(Cl)cc3)N2S(=O)(=O)c2ccccc2C)cc1	-17%	/	-27%	/	2%	-27%	/	/	/
CC(NC(=O)c1ccccc1)C(=O)N/N=C/c1cccc([N+](=O)[O-])c1 (centres undefined)	1%	2%	7%	27%	-3%	-12%	-4%	0%	-6%
O=C(NC(=S)NCC1CCCO1)c1ccccc1F (centres undefined)	-8%	-3%	22%	12%	13%	15%	-10%	-5%	-10%
COc1ccccc1OCCNC(=O)C(CCSC)NC(=O)c1ccccc1Cl (centres undefined)	-13%	1%[0.501 µM]	11%	/	57%[activator]	-2%	-6%	/	/
COc1cc(C(=O)Nc2ccccc2C(=O)NCc2cccnc2)cc(OC)c1OC	-16%	24%	36%[activator]	25%	33%	2%	3%	-6%	0%
Cc1ccc(Cl)cc1N1CCN(C(=O)CN2C(=O)COc3ccc(S(=O)(=O)N4CCOCC4)cc32)CC1	-18%	0%[59 µM]	45%[activator]	1%	/	-1%	4%	-3%	-17%
Cc1ccc(N2C(=O)CC(N3CCN/C3=C3\CC/C(=C\c4ccccc4)C3=O)C2=O)cc1 (centres undefined)	17%	21%[59 µM]	6%	-8%	2%	-11%	0%	-1%	-6%
COc1ccc(NC(=O)Cn2ccn(-c3ccc(F)c(F)c3)c(=O)c2=O)cc1Cl	6%	-20%[59 µM]	?	-9%	/	3%	-12%	-9%	-5%
N#C/C(=C\c1cccs1)C(=O)NCc1cccnc1	-1%	16%	-8%	-1%	1%	-9%	-3%	1%	-5%
CCc1ccccc1NC(=S)N1CCCCCC1	10%	23%	-16%	84%	3%	-2%	-4%	-1%	-21%
CN1CCN(Cn2cc(/C=C/C(=O)c3ccccc3)c3ccccc32)CC1	-26%	33%[59 µM]	0%	?	-6%	-10%	-1%	-11%	-9%
COc1ccc(Cl)cc1NC(=O)COC(=O)CCNC(C)=O	-11%	13%[59 µM]	13%	3%	-1%	2%	0%	-4%	-7%
COc1ccc(-n2c(C)cc(C(=O)COC(=O)c3ccc(O)cc3O)c2C)cc1	-12%	?	-9%	/	-10%	-12%	?	/	/
CCC1=C2CC[C@H]3C(=O)N(CC)C(=O)[C@H]3[C@H]2[C@@]2(Cc3ccccc3)C(=NCc3ccccc3)OC(=O)N2C1=O	?	-4%[12.7 µM]	-8%	?	-3%&-1%	-6%	2%	-3%&-2%	-16%&-3%
CCOc1ccc(N2CC(NC(=O)c3cccs3)CC2=O)cc1 (centres undefined)	-16%	-1%[59 µM]	17%	2%	/	1%[60.1 µM]	-1%	0%	-8%
CC[C@]12c3[nH]c4ccc(OC)cc4c3CCN1C(=O)C(CC(=O)NC(C)(C)C)C[C@@H]2C(=O)N1CCN(C(=O)c2ccco2)CC1 (some centres undefined)	-3%	/	12%	/	-27%	-3%	/	/	/
Cc1ccc(CSc2cn(CC(=O)N3CCCCCC3)c3ccccc23)cc1	-8%	-42%[59 µM]	16%	-1%	/	-5%	-15%	-12%	115%[activator]
COc1cccc(CC(NC(C)=O)C(=O)NC2CCN(c3nc(C)cc(C)c3C#N)CC2)c1OC (centres undefined)	-9%	17%[12.7 µM]	4%	-7%	-11%	3%	0%	-1%	4%
Cc1cc(Cl)ccc1NC(=O)CCCN1C(=O)CCC1=O	-11%	6%	46%[activator]	10%	4%	0%	-3%	-3%	-17%
O=C(NC(CC(=O)N1CCN(c2ccccc2O)CC1)c1ccccc1)c1ccccc1Cl (centres undefined)	-9%	?	3%	/	30%	-2%	3%	/	/
CCOC(=O)C(CC)(CCC(=O)OC)c1csc(Nc2ccccc2O)n1 (centres undefined)	/	-41%[59 µM]	/	-27%	4%	/	-25%	-2%	-11%
Cc1ccc(-n2nc3c(c2NC(=O)C(C)C)CS(=O)(=O)C3)cc1	-19%	15%	23%	2%	12%	3%	-1%	-1%	-6%
